Compound activity deposited in PubChem by National Center for Advancing Translational Sciences (NCATS).
TRHR PAM: TRH receptor (human) allosteric enhancement | P34981 | TRHR cells, fluo-8 calcium fluorescence, EC20 TRH enhancement | enhancement, % at 2 µM | 360,000 compounds, 0.66% hits | AID 493056; in the data active = enhancement above about 30%; note: 0% is about no effect
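Enhancer read-out: after compound pinning and an initial kinetic agonist-mode read, an EC20 of TRH (10 nM final) was injected and fluo-8 calcium signal (Ex 480/Em 530) followed at 1 s/cycle for 100 cycles in TRHR-expressing cells.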
D2 potentiator: D2 dopamine receptor (human) potentiation; 340,000 compounds, 0.34% hits; AID 485347; HEK293 T-REx D2, calcium flux, EC20 dopamine potentiation; potentiation, % at 10 µM;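 active = potentiation over 3 SD above the plate norm, cut at about 30% in these data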; note: 0% is about no effect
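Using a no-wash calcium dye in inducible, force-coupled HEK293 Trex cells expressing D2, we tracked fluorescence each second for 180 s after compound, then for 180 s after EC20 dopamine to detect augmented signalling.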
D1 agonist: human D1 receptor agonism | HEK293 T-REx D1 cells, calcium flux, agonist mode | 360,000 compounds, 1% hits | activation, % at 2 µM | AID 504660; in the data active = activation above about 30%; note: 0% is about no effect
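Inducible HEK293 T-REx D1 cells, force-coupled to calcium signalling, were plated at 4000 cells/well with tetracycline and held overnight at 30 C. After no-wash calcium dye loading, compound-evoked calcium rise over 180 s flagged agonists.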
RXFP1 antag: blocks the human relaxin receptor RXFP1 | HEK293-RXFP1, relaxin-stimulated cAMP HTRF, 30 min; stronger effect = lower value | activity change, negative = inhibition, % at 57.5 µM | 350,000 compounds, 0.59% hits | AID 1259400;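 active = activity change of -60% or lower, but not beyond a set lower limit; inconclusive = change between -60% and -40%, or beyond the set limit; inactive = change above -40%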; note: % is set by controls: 0 for no effect and ±100 for the full control effect
Target sequence (Q9HBX9 whole entry, looked up): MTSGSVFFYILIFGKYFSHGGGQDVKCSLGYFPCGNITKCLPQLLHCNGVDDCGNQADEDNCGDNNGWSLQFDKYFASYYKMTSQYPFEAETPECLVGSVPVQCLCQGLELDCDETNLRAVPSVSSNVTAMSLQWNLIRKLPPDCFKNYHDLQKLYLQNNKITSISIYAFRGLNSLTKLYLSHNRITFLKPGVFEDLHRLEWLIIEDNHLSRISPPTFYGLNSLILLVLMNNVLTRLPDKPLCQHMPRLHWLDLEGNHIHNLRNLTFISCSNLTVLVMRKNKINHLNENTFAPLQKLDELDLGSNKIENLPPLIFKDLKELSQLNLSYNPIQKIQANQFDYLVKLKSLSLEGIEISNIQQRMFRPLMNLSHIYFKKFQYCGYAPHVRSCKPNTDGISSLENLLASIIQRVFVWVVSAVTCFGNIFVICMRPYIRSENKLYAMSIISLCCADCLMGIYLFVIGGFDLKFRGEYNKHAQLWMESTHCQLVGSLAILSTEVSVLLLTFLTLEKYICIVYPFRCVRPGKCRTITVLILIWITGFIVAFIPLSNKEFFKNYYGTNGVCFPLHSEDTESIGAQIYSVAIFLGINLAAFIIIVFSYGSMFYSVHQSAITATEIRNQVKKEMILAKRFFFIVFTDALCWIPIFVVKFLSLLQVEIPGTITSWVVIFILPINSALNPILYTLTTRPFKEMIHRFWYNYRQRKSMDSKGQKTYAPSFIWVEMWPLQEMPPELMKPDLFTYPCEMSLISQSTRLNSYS
D1 antag: human D1 dopamine receptor antagonism. 360,000 compounds, 3.2% hits. P21728. HEK293 TREx D1 cells, calcium flux, dopamine EC80; stronger effect = lower value. activity change, negative = inhibition, % at 10 µM; in the data active = activity change below about -30%; note: % is set by controls: 0 for no effect and ±100 for the full control effect
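Tetracycline-induced HEK293 Trex D1 cells, force-coupled to calcium, dye-loaded; compounds added and read 180 s, then EC80 dopamine added and calcium flux tracked kinetically another 180 s.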
RXFP1 agonist: agonists of human relaxin receptor RXFP1. Q9HBX9. HEK293T-RXFP1 cAMP TR-FRET, 30 min; response scale: percent of porcine relaxin response, buffer zero. Potency, µM (highest dose often 57.5 µM), for inactives: at the top dose activation, usual class: activators. 370,000 compounds, 0.3% hits. AID 2676; note: potency is the fitted concentration of half-maximal effect; % is set by controls: 0 for no effect and ±100 for the full control effect; nearly all actives have a fitted effect of over 60% in size; many of its hits are not listed in these tables
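HEK293 cells stably expressing RXFP1, treated 30 min at 37C with compounds plus PDE4 inhibitor Ro 20174; cAMP measured by HTRF TR-FRET. Normalized to buffer and 29 nM porcine relaxin; EC50 by Hill fit.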
Apoferritin bind: binds horse apoferritin like a general anesthetic; P02791; apoferritin/1-aminoanthracene competitive binding, fluorescence; 350,000 compounds, 0.074% hits; AID 485281; Potency, µM (top dose mostly 77.5 µM), for inactives: at the top dose activity change, negative = displacement, hits mostly inhibitors; note: potency is the fitted concentration of half-maximal effect; % is set by controls: 0 for no effect and ±100 for the full control effect; nearly all actives have a fitted effect of over 20% in size
Target sequence (P02791 2-175 limits assumed): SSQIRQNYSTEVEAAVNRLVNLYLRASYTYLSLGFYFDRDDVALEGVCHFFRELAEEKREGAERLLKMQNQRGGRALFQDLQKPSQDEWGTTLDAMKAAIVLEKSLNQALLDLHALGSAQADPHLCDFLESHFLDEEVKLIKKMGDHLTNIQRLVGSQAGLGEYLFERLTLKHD
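Horse-spleen apoferritin (10 uM) in 50% saturated 1-aminoanthracene in PBS was incubated 10 min at room temperature with compound. Fluorescence (ex 380, em 535 nm) was normalized to free and bound 1-AMA, with concentration-response fitted by a four-parameter Hill equation.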
TRHR ag: TRH receptor (human) agonism; 360,000 compounds, 0.18% hits; P34981; AID 493084; activation, % at 2 µM; TRHR cells, calcium flux fluo-8, FDSS agonist mode; in the data active = activation above about 30%; note: 0% is about no effect
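TRHR-expressing cells loaded with fluo-8 calcium dye; 23 nL library compound pin-transferred, kinetic FDSS fluorescence (Ex 480/Em 530) recorded about 180 s for agonist-induced calcium release, before a 10 nM TRH EC20 addition for potentiator mode.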
D1 potentiator: enhances dopamine response at the human D1 receptor. P21728. HEK293 TREx D1 cells, calcium flux, dopamine EC20 potentiation. potentiation, % at 10 µM. 360,000 compounds, 0.036% hits; in the data active = potentiation above about 30%; note: 0% is about no effect
Numbers without * were called inactive; ? = inconclusive; / = no result given; & = joins results of further samples; [ ] = another dose, or the depositor's remark. Unless noted, calls come from the whole dose curve; as a rule, active = well fitted curve in the direction sought with a large enough effect; inconclusive = small, poorly fitted or top-dose-only effect, or another doubt; inactive = no such curve, though single readings can be large; an effect the other way counts as inactive or inconclusive. An excerpt; count on the stated rates, not on these rows.

Structure | D1 potentiator | D2 potentiator | RXFP1 antag | TRHR PAM | RXFP1 agonist | D1 antag | D1 agonist | Apoferritin bind | TRHR ag
COc1ccc(C)cc1NC(=S)N1CCN(S(C)(=O)=O)CC1 | -2 | 10 | 13 | 0 | 0.1% | 5 | 2 | 1% | 0.1
Cn1nnnc1SCC1=C(C(=O)O)N2C(=O)C(NC(=O)Cn3nc(C(F)F)cc3C3CC3)C2SC1 (stereo not given) | 0 | 0 | 3 | 6 | 0.8% | 3 | 5 | -4% | -2.5
O=C(NC1CCCCC1)C1(S(=O)(=O)c2ccc(Cl)cc2)CC1 | / | 4 | 9 | 1 | -1.9% | -3 | 3 | -9% | -2.6
COC(=O)c1ccc(/C=N/NC(=O)C(=O)NCC2CCCO2)cc1 (stereo not given) | 3 | -8 | 5 | 5 | -0.8% | 19 | -1 | 8% | 0.8
O=C(NC(=S)Nc1ccc(CN2CCOCC2)cc1)c1ccc([N+](=O)[O-])cc1 | -2 | / | -10 | -7 | -1.2% | -6 | 14 | 7% | 0.8
Cc1nn(C)c2c1c(C(F)(F)F)cc(=O)n2C(C)C(=O)NCc1ccccc1Cl (stereo not given) | -2 | -9 | / | 5 | 0.9% | 4 | -2 | 42%[activator] | -0.5
CN(C)S(=O)(=O)c1ccc2c(c1)c(=O)c(C(=O)N1CCN(c3ccccn3)CC1)cn2C | -4 | 9 | -5 | 1 | 1.2% | 4 | 3 | -7% | -0.2
CC1=C(C(=O)Nc2ccc(C)cc2C)C(c2cccs2)n2nc(SCc3ccccc3Cl)nc2N1 (stereo not given) | 0 | -3 | / | 0 | 2.2% | -15 | 3 | 3% | 0.7
Nc1c(C(=O)NCc2ccc(Cl)cc2Cl)nnn1Cc1ccc(Br)cc1 | 2 | 13 | -16 | 9 | -0.9% | -4 | 0 | ? | -0.3
O=C(O)C1(c2ccccc2)CCN(S(=O)(=O)c2cccs2)CC1 | -6 | -4 | -13 | 11 | 2.1% | 3 | 2 | -9% | 0.1

Shown field by field: 2 of the compounds above
> O=C(NC(=S)Nc1ccc(CN2CCOCC2)cc1)c1ccc([N+](=O)[O-])cc1
- D1 potentiator: -2
- D2 potentiator: /
- RXFP1 antag: -10
- TRHR PAM: -7
- RXFP1 agonist: -1.2%
- D1 antag: -6
- D1 agonist: 14
- Apoferritin bind: 7%
- TRHR ag: 0.8
> Cc1nn(C)c2c1c(C(F)(F)F)cc(=O)n2C(C)C(=O)NCc1ccccc1Cl (stereo not given)
- D1 potentiator: -2
- D2 potentiator: -9
- RXFP1 antag: /
- TRHR PAM: 5
- RXFP1 agonist: 0.9%
- D1 antag: 4
- D1 agonist: -2
- Apoferritin bind: 42%[activator]
- TRHR ag: -0.5

Later entries
Structure | D1 potentiator | D2 potentiator | RXFP1 antag | TRHR PAM | RXFP1 agonist | D1 antag | D1 agonist | Apoferritin bind | TRHR ag
Cc1ccc(C(C)C)cc1OCC(=O)N/N=C/c1ccc2c(c1)OCCO2 | -3 | -4 | ? | 4 | -0.8% | -1 | 1 | ? | 0.6
COc1cc2ncnc(NCc3ccc(C)o3)c2cc1OC | -5 | 2 | 1 | 3 | 0.6% | -7 | 1 | -9% | -0.4
Cc1ccc(C23CC4CC(CC(NC(=O)NCCN(C)C)(C4)C2)C3)cc1 | -5 | 2 | -23 | -2 | -0.8% | 10 | 6 | 0% | 0.4
CCOC(=O)C1(Cc2cccc(Cl)c2)CCCN(C(=O)c2ccc(C)nc2)C1 (stereo not given) | -2 | 8 | ? | -1 | -3.2% | 13 | 0 | -3% | -0.4
Cc1csc(SCC(=O)Nc2c(C)n(C)n(-c3ccccc3)c2=O)n1 | -7 | 0 | -5 | 4 | 0.1% | -3 | 2 | -6% | 0.3
CC1Sc2ccc(S(=O)(=O)N3CCC(C(=O)N(C)Cc4ccccc4)CC3)cc2NC1=O (stereo not given) | 0 | 8 | 11 | -6 | 2.0% | -25 | 14 | -2% | -0.5
CC(C)(C)NCC(O)(c1ccc(Cl)cc1)c1ccc(Cl)cc1 | -6 | -8 | ? | 0 | -0.9% | -2 | 7 | -6% | 1.6
CC(=O)N1CCc2c(sc3c2c(=O)n(-c2ccccc2Cl)c(=O)n3Cc2cccc(C)c2)C1 | -5 | -5 | -4 | -2 | 1.2% | 6 | 6 | ? | 0.5
CCc1nn(CCCC(=O)NCc2ccccc2C)c(=O)c2cc3occc3n12 | -1 | 0 | 9 | 4 | 5.7% | 5 | 0 | 1% | 0.8
CC(=O)N1c2ccc3ccccc3c2C2C=CCC2C1c1ccc(Br)cc1 (stereo not given) | 2 | 16 | / | -4 | 3.5% | -4 | 2 | 140%[activator] | 0.3
O=C(CCc1nc2ccccc2c(=O)[nH]1)Nc1nc(-c2cccs2)cs1 | -2 | -8 | ? | -6 | 0.3% | 15 | 5 | / | 0.7
CCN(CC)S(=O)(=O)c1ccc(N2CCOCC2)c(NC(=O)Cc2ccccc2F)c1 | -4 | 0 | -1 | 5 | -0.4% | -15 | 2 | -11% | 0.2
Cc1cccc(NC(=O)CN2C(=O)N/C(=C\c3ccc(-c4cccc(C(=O)O)c4)o3)C2=O)c1 | 1 | 3 | ? | 2 | 1.4% | 2 | 1 | -16% | 0.3
COc1ccc(CCNC(=O)C(C)OC(=O)c2cccs2)cc1OC (stereo not given) | 3 | 7 | -5 | 3 | -0.1% | -6 | 3 | 0% | 0.2
Cc1ccc(-c2nnc(N3CCCCC3)c3ccccc23)cc1S(=O)(=O)NCC1CCCO1 (stereo not given) | -3 | 9 | 2 | -1 | 5.2% | -3 | 0 | ? | -0.5
Cc1ccc(NC(=O)/C=C/c2ccc([N+](=O)[O-])s2)cc1 | -3 | -8 | -4 | 5 | 1.8% | -13 | 4 | -6% | 0.4
CCc1ccc(N2C(=O)CN(Cc3sccc3C)C2=S)cc1 | -5 | / | -15 | -1 | -0.2% | -8 | 5 | -6% | 1.0
CCOc1ccc(NC(=O)CSc2nccn2Cc2ccco2)cc1 | -4&2 | -3&-5 | 6&-1 | -3&0 | 1.7%&1.9% | 1&-8 | -1&1 | -4%&0% | -0.2&0.2
COc1ccc(N2CCN(S(=O)(=O)CCNC(=O)c3ccc(C(F)(F)F)cc3)CC2)cc1 | 0 | -4 | 5 | 7 | 0.9% | 3 | -2 | 5% | -0.2
O=C(NC1CCCCC1)C(=S)NCCc1ccccc1 | 1 | 0 | -1 | 0 | 1.2% | 9 | 4 | -19% | 1.2
Cc1cc(C(=O)N2CCC(C(F)(F)F)n3nccc32)on1 (stereo not given) | 1 | 19 | -6 | 9 | -0.8% | -15 | 5 | 34%[activator] | -0.1
Cc1ccc(NC(=O)COc2coc(CN3CCN(c4ccccc4)CC3)cc2=O)cc1 | -9 | -6 | 1 | 2 | 2.0% | -3 | 0 | / | -0.3
O=C(N/N=C/C(Br)=C/c1ccccc1)c1cccnc1 | 0 | -3 | -29 | 5 | 1.1% | 1 | 4 | -12% | 0.4
CCOc1ccc(NC(=O)Cn2nnc(C(=O)NCCc3ccccc3)c2N)cc1 | 4 | 15 | / | 2 | 1.5% | 14 | 3 | 2% | 0.1
CNc1ccc(Br)cc(C(=O)/C=C/c2cc(OC)ccc2OC)c1=O | 1 | 4 | -15 | -8 | -1.3% | 1 | -2 | 9% | 1.2
O=C(O)Cc1sc(-c2cccnc2)nc1-c1ccc(Br)cc1 | -1 | / | -8 | -2 | 9.9% | -14 | 1 | -1% | 0.5
CCOC(=O)C1=C(COC(=O)c2ccc3ccccc3c2O)NC(=O)NC1C (stereo not given) | / | 5 | -11 | 12 | -1.7% | 4 | 10 | / | 1.0
O=C(NCCc1ccccc1)c1cc(-c2ccc(Br)cc2)on1 | -1 | 1 | -5 | 12 | -0.1% | -2 | -1 | -16% | -1.9
CSC(=NCc1ccc(F)cc1)NS(=O)(=O)c1cccs1 | -5 | -11 | 24 | 0 | 2.1% | -5 | 0 | -7% | -0.4
CCNC(=S)NNC(=O)c1cc(-c2ccccc2C)nc2ccccc12 | 5 | 1 | 9 | -7 | 0.3% | -11 | 1 | -10% | -0.7
CC(C)N(C)C1CCN(C(=O)Nc2ccc(Cl)c(Cl)c2)CC1 | -3 | -9 | -15 | -6 | 2.5% | -6 | 8 | -9% | 1.1
COc1cc(/C=N/n2cnnc2)ccc1OCc1ccccc1 | -9 | -7 | 1 | -8 | 1.6% | -8 | 4 | -22% | 0.4
CCCCn1c(=O)[nH]c(=O)c2c1nc(COc1ccc(C#N)cc1)n2CCC | -5 | / | -5 | 3 | 1.0% | -6 | 0 | -2% | -1.0
CCOC(=O)c1nn(-c2ccc(Cl)cc2)c2nnc(Cc3ccccc3)c(=O)n12 | -6 | 15 | / | 2 | -0.4% | -1 | 3 | 1% | -1.1
CCN1CCCC1CN(Cc1cc2ccc(C)c(C)c2[nH]c1=O)C(=O)Nc1ccccc1OC (stereo not given) | -3 | 3 | -6 | -3 | -2.7% | -27 | 1 | -8% | 0.1
COc1ccc(CCNC(=O)CSc2c[nH]c3ccccc23)cc1OC | 0 | -2 | 4 | 0 | -2.3% | 3 | 1 | -9% | -0.4
Cc1onc(-c2ccccc2)c1C(=O)NCCN1CCOCC1 | -9 | 9 | 3 | -4 | 0.3% | -9 | 0 | -7% | 0.1
C=CCN(C(=O)CNC(=O)c1ccco1)C(C(=O)NC1CCCCC1)c1ccccc1F (stereo not given) | 0 | 38* | -1 | -1 | 1.8% | 1 | 1 | 0% | -0.4
CCCCN(C)CCN1C(=O)C2C(C(=O)Nc3ccc(C)cc3)C3C=CC2(O3)C1C(=O)NC1CCCCC1 (stereo not given) | 6 | 4 | 1 | 1 | 0.0% | -1 | 2 | -2% | -1.8
Cc1nn(C(CC(=O)O)C(=O)O)c(C)c1Br (stereo not given) | -4 | 3 | -15 | -6 | -1.1% | -16 | 0 | -6% | 0.1
COc1ccccc1CNC(=O)COc1cc2c(c3oc(=O)cc(C)c13)CCC(C)(C)O2 | -3 | -8 | / | -11 | 4.2% | -6 | 3 | -14% | 4.2
O=C(NCCO)Nc1ccc2nc(-c3ccco3)c(-c3ccco3)nc2c1 | 8 | 12 | / | 0 | 14% | 9 | 12 | 397%[activator] | -0.8
CCS(=O)(=O)N1CCc2cc(C(=O)NCc3ccccc3)ccc21 | 0 | / | / | 2 | -5.1% | 1 | 0 | 0% | 1.0
CCOC(=O)c1sc(NC(=O)c2cncc(Br)c2)nc1C | -4 | 9 | / | 2 | 0.3% | 0 | 2 | 3% | 0.3
